RmlCD inh 1536 = M. tuberculosis RmlC/RmlD inhibition. RmlC+RmlD coupled enzyme assay, percent inhibition; primary screen in compound mixtures. inhibition, % at 3.6 µM. AID 1533. 160,000 compounds, 0.03% hits. P9WH09+P9WH11; in the data active means inhibition mostly above about 34%, no sharp cut-off; further: some results filed as inactive read as strong as hits
Target sequence (P9WH09 whole entry, looked up): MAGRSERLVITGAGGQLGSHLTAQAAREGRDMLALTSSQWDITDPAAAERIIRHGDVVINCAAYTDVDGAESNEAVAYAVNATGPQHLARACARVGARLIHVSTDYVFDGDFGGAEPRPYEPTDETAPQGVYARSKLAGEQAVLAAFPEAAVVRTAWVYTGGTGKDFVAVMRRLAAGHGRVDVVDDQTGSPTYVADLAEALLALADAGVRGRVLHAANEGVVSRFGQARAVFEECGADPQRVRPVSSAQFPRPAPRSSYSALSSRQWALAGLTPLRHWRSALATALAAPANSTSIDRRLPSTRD
Target sequence (P9WH11 whole entry, looked up): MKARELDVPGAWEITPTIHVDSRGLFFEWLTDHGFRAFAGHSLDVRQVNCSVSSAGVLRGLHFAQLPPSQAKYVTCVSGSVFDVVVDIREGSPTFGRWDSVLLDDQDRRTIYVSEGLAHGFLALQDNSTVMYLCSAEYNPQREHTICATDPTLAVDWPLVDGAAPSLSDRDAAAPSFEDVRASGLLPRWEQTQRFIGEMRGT
M. tuberculosis GlmU = inhibition of mycobacterial GlmU enzyme – biochemical, glucosamine-1-phosphate acetyltransferase (AID 1376); M. tuberculosis GlmU acetyltransferase enzyme assay; higher % means a stronger effect; 220,000 compounds, 0.25% hits; one-dose inhibition, %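 (tested at 30 µM in the primary screen)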; IC50 in µM for titrated hits; in the data active means inhibition above about 13%;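 further: 0% = complete reaction with vehicle and 100% = reaction without substrate; strong numbers were not always called active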
Starred values were filed as active, the others as inactive; . = no result given. An excerpt (hit frequency here may not be typical).

SMILES	RmlCD inh 1536	M. tuberculosis GlmU
CCOCCCNC(=O)C(NC(=O)c1ccc(NC(C)=O)cc1)c1ccccc1 (stereo unspecified)	-2	-0.1%
Clc1cccc(COn2c(-c3ccc(Cl)cc3Cl)nc3ncccc32)c1	.	-0.3%
CC1CCN(C(=O)CSc2nc(N)c3c4c(sc3n2)CN(C)CC4)CC1	.	-7.3%
CCN(CC)C(=S)SCC(=O)NC12CC3CC(CC(C3)C1)C2	.	-5.6%
O=C(NCCc1c[nH]c2ccccc12)/C(=C\c1cccnc1)NC(=O)c1ccco1	-5	-1.9%
O=C(CN(c1cccc(Cl)c1)S(=O)(=O)c1ccc(Cl)cc1)N1CCc2ccccc2C1	9	3.8%
O=C(Nc1cccnc1)c1coc(=O)c2ccccc12	0	3.3%
O=C(N/N=C/c1ccc[nH]1)c1cccnc1	3	0.0%
C[C@@H](C(=O)NCc1ccccn1)[C@@H]1C[C@@]1(C)[C@@H](NC(=O)OCc1ccccc1)c1ccccc1	.	-2.4%
C1CCN(c2nc3nonc3nc2NCC2CCOCC2)CC1	13	-2.9%
Clc1ccc2nc(CSc3ccccc3)cn2c1	.	-1.8%
O=C(COc1ccccc1-c1ccccc1)N/N=C/c1cccc2ccccc12	.	1.0%
O=S(=O)(c1ccccc1)c1nc(-c2ccccc2)oc1N1CCCCC1	.	0.9%
NC(=S)Nc1cc(Cl)ccc1Cl	-13	26%
CCOc1ccc(-n2c(-c3ccccc3)c[n+]3c2CCCCC3)cc1	-9	-4.4%
CN(c1ccc(C(=O)Nc2ccc(Cl)cn2)cc1)S(=O)(=O)c1ccccc1	-10	1.6%
CC(NC(=S)Nc1cccc(C(F)(F)F)c1)C(C)(C)C (stereo unspecified)	.	-4.3%
CC(NC(=O)c1ccco1)C(=O)N1CCc2ccccc2C1 (stereo unspecified)	-10	1.5%
CCc1nc(SCC(=O)Nc2ccnc3ccccc23)n[nH]1	-1	-1.2%
CCCc1[nH]nc2c1C(c1ccccc1OCC)C(C#N)=C(N)O2 (stereo unspecified)	-5	1.7%
Cc1cc(C)nc(NS(=O)(=O)c2ccc(N/C=C3\CCCC3=O)cc2)n1	.	-2.8%
CCOC(=O)c1nn(-c2ccc(Cl)cc2)c2nc(CC)c(C#N)c(=O)n12	.	1.0%
CN1CCN(c2nc(C#N)cc(-c3ccccc3)n2)CC1	2	1.0%
COc1ccc(C(C)=O)cc1CN1C(=O)NC2(CCCCC2C)C1=O (stereo unspecified)	-8	4.0%
N#Cc1cc(Oc2ccc(Cl)cc2)c(N2CCOCC2)cc1C#N	.	-0.5%
CC1(C)CC(=O)C(N=Nc2c(Cl)cc(Cl)cc2Cl)=C(O)C1	7	3.6%
COc1ccc(CN2CC(C(=O)NCCN3CCOCC3)CC2=O)cc1 (stereo unspecified)	.	1.5%
O=S(=O)(c1cccs1)N1CCN(Cc2nc3ccccc3s2)CC1	4	-0.2%
COc1ccc(N2CCN(C(=O)CSc3nnc4c(C)cc5ccccc5n34)CC2)cc1	3	1.5%
COc1ccc(C(c2c(O)c3ccccc3oc2=O)c2c(C)n(C)n(-c3ccccc3)c2=O)cc1 (stereo unspecified)	.	1.5%
CSCCC(NC(N)=O)C(=O)Nc1cccc(S(=O)(=O)N2CCOCC2)c1 (stereo unspecified)	-3	-1.2%
CCOc1cccc(OCCOCCn2cnc3ccccc3c2=O)c1	.	5.8%
CC(=O)COC(=O)C1CC(=O)N(c2ccc(C)c(C)c2)C1 (stereo unspecified)	-5	-3.0%
Cn1c(=O)[nH]c(=O)c2[nH]c(CN3CCN(Cc4ccccc4)CC3)nc21	.	-1.0%
O=C(c1cccnc1)N1CCN(c2ccc3ccccc3n2)CC1	-9	2.5%
Cc1cc(=O)n2c3ccccc3n(CC(O)CN3CCN(CCO)CC3)c2c1C#N (stereo unspecified)	-4	3.4%
CCCc1nc(SCc2ccccc2Cl)n[nH]1	-1	2.5%
FC(F)(Cl)c1nnc2ccc(Sc3ccccn3)nn12	-3	-9.5%
N#C/C(=C\c1cccc([N+](=O)[O-])c1)c1ccccn1	-12	1.4%
CN(C)CCCN(C(=O)c1ccco1)c1nc2ccc(Br)cc2s1	-11	-6.8%
Cc1ccc(S(=O)(=O)/N=C2/NC(=O)/C(=C/c3cccnc3)S2)cc1	.	5.8%
CCc1nc(N)c(C#N)c(-c2cccnc2)c1C	.	-2.0%
Cc1ccccc1NC(=O)Cn1nnc2c(cnn2-c2ccc(F)cc2)c1=O	.	2.3%
O=c1oc2ccccc2c(Nc2cc3ccccc3cc2O)c1[N+](=O)[O-]	-3	-6.5%
Cc1cc(C(=O)CSc2nnc(-c3ccc(Cl)cc3)n2CC2CCCO2)c(C)n1C (stereo unspecified)	6	-0.5%
Cc1ccc(C(C)C)c(OCC(=O)NN=C2CCCCCCC2)c1	9	-5.4%
COc1ccc(NC(=O)[C@@H]2CC=C[C@@H]3CCN(Cc4ccc(Cl)c(Cl)c4)C(=O)[C@@H]32)cc1	.	-5.2%
CC(=O)N/C(=C/c1ccc2c(c1)OCO2)C(=O)NCCCO	-7	-0.6%
Cc1ccc2nc(C)c(C(=O)N/N=C/c3ccco3)cc2c1	0	-7.8%
CCOc1ncnc2c1oc1nc(CC(C)C)c3c(c12)CC(C)(C)OC3	-1	-1.9%
The list continues:
SMILES	RmlCD inh 1536	M. tuberculosis GlmU
O=C1c2ccccc2-c2cccc(C(=O)N3CCCCCC3)c21	4	5.7%
COC(=O)c1ccc(C23CC4(C2)[C@H](CN(C)[C@@H]4c2ccccc2)C3c2ccc(Cl)nc2)cc1 (stereo partly specified)	.	1.9%
COc1ccc(CN(C)CCc2ccccn2)cc1OC	3	3.0%
N=C1c2ccccc2CN1c1ccc(S(=O)(=O)N2CCCCC2)cc1	-2	4.2%
CN(C)c1nc(Oc2ccc(OCCOc3ccccc3)nn2)nc(N(C)C)n1	-7	0.8%
COc1ccc(CCNC(=O)c2ccc(SC)cc2OC)cc1	.	-6.1%
CC(C)(C)c1ccc2c(c1)N(CC(=O)O)C(=O)CO2	0	-5.6%
O=C(NCc1ccc(OC(F)(F)F)cc1)C1CC(c2ccccc2[N+](=O)[O-])=NO1 (stereo unspecified)	-7	-4.6%
CCN(CC(=O)Nc1ccc(OC)c(Cl)c1)CC(=O)NC(C)C	28	-0.2%
COc1ccc(/C=C/C(=O)OCC(=O)Nc2cc3oc4ccccc4c3cc2OC)cc1	.	-3.5%
Cc1ccc(NC(=O)COc2ncnc3sccc23)cc1S(=O)(=O)N(C)C	-8	5.2%
Cc1ccc2c(c1)N(CCC(=O)NC1CC1)C(=O)C(C)O2 (stereo unspecified)	-6	1.0%
CCCCC(c1nnnn1Cc1ccco1)N1CCN(c2nc3ccccc3s2)CC1 (stereo unspecified)	.	-0.1%
O=C(c1ccc(F)cc1)n1c(=S)nc2ccccn21	83	3.1%
NS(=O)(=O)c1ccc(NC(=S)NCc2ccc(F)cc2)cc1	-9	0.8%
Cc1ccccc1N1CC(=O)Nc2c(oc3nc(-c4ccccc4)cc(C)c23)C1=O	5	1.8%
Cc1ccc(OCC(=O)N(C)CC(=O)Nc2ccc(F)cc2)c([N+](=O)[O-])n1	.	-0.6%
CCc1nc2sccc2c(=O)n1N	-6	-5.1%
Cc1ccccc1OCC(=O)NCC(=O)N/N=C/c1cccc([N+](=O)[O-])c1	0	-4.8%
CCCN1CCCC[C@H]1C(=O)Nc1c(C)cccc1C	.	4.6%
O=C(CCCCC(=O)NC1CCCC1)NC1CCCC1	.	1.6%
O=C(Nc1ccc(Cl)cc1)N1CCN(c2ccccc2)CC1	.	-0.3%
COc1ccc(N2CCN(CCCNC(=O)C3CCN(S(=O)(=O)N4CCOCC4)CC3)CC2)cc1	-10	0.1%
CC(=O)Nc1ccc(S(=O)(=O)Nc2nc(-c3ccc(C(C)(C)C)cc3)cs2)cc1	-1	-4.4%
O=[N+]([O-])c1ccc(C(O)CN=Cc2ccc(O)cc2O)cc1 (stereo unspecified)	-6	-0.3%
CNc1cc(Cl)c2nonc2c1[N+](=O)[O-]	-4	12%
CCC(Sc1nc(N)c(NC(=O)c2ccc(OC)c(OC)c2)c(=O)[nH]1)C(=O)OC (stereo unspecified)	-11	3.4%
O=c1cc(-c2ccc(O)cc2)oc2ccccc12	4	-2.6%
CC(=O)N1CCc2cc(Br)cc(S(=O)(=O)N3CCN(C(=O)c4ccco4)CC3)c21	2	-6.3%
Cc1nnc(SCc2nc3ccccc3[nH]2)s1	.	0.0%
C=C(C)Cn1c(N2CCN(CC)CC2)nc2c1c(=O)[nH]c(=O)n2C	1	-1.4%
CCOc1ccc(CCNC(=O)C2CCCN2C(=O)OCc2ccccc2)cc1OCC (stereo unspecified)	-16	-0.3%
Cc1cccc(S(=O)(=O)Nc2cccc(-c3cn4ccsc4n3)c2)c1	-1	-0.7%
CCOC(=O)C(CCc1nnc(N)s1)C(=O)OCC	.	-4.6%
O=C(/C=C\NCC(=O)c1ccccc1)c1ccc2ccccc2c1	12	-2.4%
O=C(N/N=C/c1ccco1)c1ccc2nc[nH]c2c1	-6	.
CCCC(=O)Nc1ccc(NC(=O)c2cccs2)cn1	.	-2.2%
CCCCC(CC)C1OCC(C[N+]2(C)CCOCC2)O1 (stereo unspecified)	-6	2.6%
O=C(CSc1nnc(SCc2cccc3ccccc23)s1)N/N=C/C=C/c1ccccc1[N+](=O)[O-]	.	5.6%
CC(C)C1CC(CCN2CCCCC2)(c2ccccc2)CCO1 (stereo unspecified)	-3	-5.7%
CCN(Cc1ccncc1)Cc1cn[nH]c1-c1cc(OC)c(OC)c(OC)c1	-9	0.7%
Cc1cc(N(C)C)c(C#N)c(N2CCOCC2)n1	.	1.8%
COCC(=O)Nc1ccccc1-c1ccccc1	2	-3.2%
COc1ccc(CNC(=O)CCC(=O)N2CCN(S(=O)(=O)c3ccc(Cl)cc3)CC2)cc1	-5	1.4%
CN(Cc1ccccc1)S(=O)(=O)c1cccc2nsnc12	11	-5.0%
COc1cccc(C(=O)NC(=S)Nc2ccccc2N2CCCC2)c1	6	9.8%
O=S(=O)(c1cc(Cl)ccc1Cl)N1CC2CCCN2c2ccc(C(F)(F)F)cc21 (stereo unspecified)	.	3.1%
COc1ccc(CCn2cnc3c([nH]c4ccccc43)c2=O)cc1	-11	4.3%
COc1ccc(/C=C/C(=O)NCc2cn(C)nc2C)cc1COc1ccc(Cl)cc1Br	14	1.4%
CC(C)(C)CC(C)(C)NC(=O)Nc1cccc([N+](=O)[O-])c1	3	2.9%

A portion taken from the entries so far, as a working copy:
SMILES	RmlCD inh 1536	M. tuberculosis GlmU
C=C(C)Cn1c(N2CCN(CC)CC2)nc2c1c(=O)[nH]c(=O)n2C	1	-1.4%
CCOc1ccc(CCNC(=O)C2CCCN2C(=O)OCc2ccccc2)cc1OCC (stereo unspecified)	-16	-0.3%
Cc1cccc(S(=O)(=O)Nc2cccc(-c3cn4ccsc4n3)c2)c1	-1	-0.7%
CCOC(=O)C(CCc1nnc(N)s1)C(=O)OCC	.	-4.6%
O=C(/C=C\NCC(=O)c1ccccc1)c1ccc2ccccc2c1	12	-2.4%
O=C(N/N=C/c1ccco1)c1ccc2nc[nH]c2c1	-6	.
CCCC(=O)Nc1ccc(NC(=O)c2cccs2)cn1	.	-2.2%
CCCCC(CC)C1OCC(C[N+]2(C)CCOCC2)O1 (stereo unspecified)	-6	2.6%
O=C(CSc1nnc(SCc2cccc3ccccc23)s1)N/N=C/C=C/c1ccccc1[N+](=O)[O-]	.	5.6%
CC(C)C1CC(CCN2CCCCC2)(c2ccccc2)CCO1 (stereo unspecified)	-3	-5.7%
CCN(Cc1ccncc1)Cc1cn[nH]c1-c1cc(OC)c(OC)c(OC)c1	-9	0.7%
Cc1cc(N(C)C)c(C#N)c(N2CCOCC2)n1	.	1.8%
COCC(=O)Nc1ccccc1-c1ccccc1	2	-3.2%
COc1ccc(CNC(=O)CCC(=O)N2CCN(S(=O)(=O)c3ccc(Cl)cc3)CC2)cc1	-5	1.4%
CN(Cc1ccccc1)S(=O)(=O)c1cccc2nsnc12	11	-5.0%
COc1cccc(C(=O)NC(=S)Nc2ccccc2N2CCCC2)c1	6	9.8%
O=S(=O)(c1cc(Cl)ccc1Cl)N1CC2CCCN2c2ccc(C(F)(F)F)cc21 (stereo unspecified)	.	3.1%

New compounds follow
SMILES	RmlCD inh 1536	M. tuberculosis GlmU
COc1ccc(C(=O)NCCNC(C)=O)cc1S(=O)(=O)NCc1ccc(Cl)cc1	2	11%
CNC(=O)N(O)C1N(C)C(=O)N(CC(=O)OC)C1(C)C (stereo unspecified)	.	-4.4%
CC(C)CC(=O)Nc1nnc(SCC(=O)NCc2ccc3c(c2)OCO3)s1	-7	-4.0%
CCC(=O)Nc1ccc(NC(=O)c2cccc(OC)c2)nc1	4	2.8%
CSCCC(NC(=O)c1cccc(S(=O)(=O)N2CCOCC2)c1)C(=O)Nc1ccc(F)cc1 (stereo unspecified)	5	-3.1%
CCOC(=O)C1CCCN(Cc2nc3ccc([N+](=O)[O-])cc3c(=O)n2-c2ccc(OC)cc2OC)C1 (stereo unspecified)	-9	0.9%
C=CCN1C(=O)C2C3C=CC(C2C1=O)C1C2C(=O)N(CC=C)C(=O)C2C31 (stereo unspecified)	-7	0.0%
CC(=O)Nc1ccc(S(=O)(=O)N2CCN(c3cc(C)nc4ccccc34)CC2)cc1	.	4.0%
Cc1cccc2c(=O)cc(C)n(Cc3ccccc3)c12	-5	1.8%
COC(=O)Nc1ccc(S(=O)(=O)N2CCCC(C(=O)N3CCOCC3)C2)cc1 (stereo unspecified)	5	1.6%
Cc1ccc(Cn2c(C3CCCN3c3nc(-c4cc(Cl)c(N)c(Cl)c4)cs3)nc3cc(Cl)c(Cl)cc32)cc1 (stereo unspecified)	.	7.5%
NC(=O)Cn1c(-c2nonc2N)nc2ccccc21	10	-3.4%
COC(=O)c1c(NC(=O)c2ccc(N(C)S(=O)(=O)c3ccc(C)cc3)cc2)sc2c1CCCC2	46	-0.3%
